# High-throughput results as filed in PubChem.
# PKA-R2B activ: activators of human PKA-R2B complex | P22694+P31323 | PKA-R2B holoenzyme dissociation, Cy5-IP20 fluorescence polarization; R2B truncated from residue 108, S112A mutant; 0% DMSO only, 100% 113 µM cGMP | activation, % at 11.4 µM | actives 0.079% (n = 340,000) | AID 504700;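 active means activation above a cutoff set at the mean over all compounds plus 3 SD, cut at about 18% in these data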;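 further: higher means more holoenzyme dissociation and a rise in polarization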
# CDK5 inh: inhibitors of human CDK5/p35 kinase; Q00535+Q15078; Recombinant CDK5/p35, ADP-Glo luminescence, 60 min; inhibition, % at 10 µM; actives 0.01% (n = 330,000); AID 488839;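 active means highest replicate inhibition of at least 50% and at least 75% of replicates reaching 50%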;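 further: plate controls were DMSO neutral control for no effect and GW8510 at 10 µM for full effect; many of its hits are not listed in these tables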
# Target sequence (Q00535 whole entry, looked up): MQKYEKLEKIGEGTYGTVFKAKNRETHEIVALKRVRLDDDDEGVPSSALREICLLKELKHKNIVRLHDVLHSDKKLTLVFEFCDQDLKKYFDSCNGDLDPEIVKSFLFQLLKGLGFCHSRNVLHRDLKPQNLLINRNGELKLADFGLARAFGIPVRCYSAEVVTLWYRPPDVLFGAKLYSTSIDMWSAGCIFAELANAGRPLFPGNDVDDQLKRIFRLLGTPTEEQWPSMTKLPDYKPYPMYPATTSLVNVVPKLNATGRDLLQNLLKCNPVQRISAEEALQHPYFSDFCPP
# Target sequence (Q15078 whole entry, looked up): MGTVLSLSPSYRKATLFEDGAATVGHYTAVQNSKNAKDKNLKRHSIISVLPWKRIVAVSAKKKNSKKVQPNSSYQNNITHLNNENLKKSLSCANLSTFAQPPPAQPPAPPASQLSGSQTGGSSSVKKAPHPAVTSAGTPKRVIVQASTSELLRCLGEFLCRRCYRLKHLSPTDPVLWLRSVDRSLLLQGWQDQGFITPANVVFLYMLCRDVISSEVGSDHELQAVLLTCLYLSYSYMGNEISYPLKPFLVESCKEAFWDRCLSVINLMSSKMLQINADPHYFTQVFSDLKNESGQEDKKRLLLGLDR
# Tat transport: E. coli Tat transport inhibition; E. coli MC4100 TorA-mCherry Tat export, fluorescence; inhibition, % at 10 µM; actives 0.036% (n = 340,000); AID 488895;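 active means mean replicate inhibition at least 50% and at least half of replicates individually reaching 50%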;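 further: exported cargo escapes ClpAP degradation while cytoplasmic cargo is degraded and loses fluorescence; 0% = median of neutral control wells and 100% = median of NaSCN control wells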
# PKA-R1A activ: PKA-R1A complex activation; actives 0.083% (n = 340,000); activation, % at 11.4 µM; AID 504707; PKA-R1A dissociation, Cy5-IP20 fluorescence polarization; scaled: DMSO 0%, 113 µM cGMP 100%;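 active means percent activation above the mean of all tested compounds plus 3 SD, cut at about 19% in these data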;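 further: higher means more PKAc released from R1A so a rise in polarization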
# E coli growth: counter-screen for AddAB inhibitors: E. coli growth inhibition. E. coli V3065 growth, OD600 absorbance, 18 h. inhibition, % at 11.9 µM. actives 0.27% (n = 330,000);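 active means inhibition above the campaign's mean inhibition across all tested compounds plus 3 SD, cut at about 9.9% in these data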;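 further: uninfected addAB+ strain grown without phage in ampicillin broth; 0% = DMSO wells and 100% = ciprofloxacin 0.95 µg/ml wells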
# SUMO Mot1 rescue: inhibitors of SUMOylation pathway: yeast Mot1-301 growth rescue. S. cerevisiae Mot1-301 growth rescue, ATP luminescence, 38.5C; percent above DMSO median, 100 means doubled. growth rescue, % at 18.8 µM. actives 1% (n = 320,000). AID 2716;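 active means every valid replicate shows activation above 250% relative to neutral control wells; inactive means the rest, any valid replicate at or below 250%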;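 further: OY570 slx delta 5 strain wells were the positive control but not used for scaling; some compounds called inactive have numbers as strong as hits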
# AddAB inh: less growth of phage-infected E. coli with AddAB; E. coli expressing H. pylori AddAB, absorbance growth; inhibition, % at 11.9 µM; actives 0.29% (n = 330,000); in the data active means inhibition above about 12%;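 further: 0% = vehicle wells of infected cells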
# HTR5A inv ag: inverse agonist of human HTR5A in OPRM1-OPRD1 counter-screen; HTR5A cell line, luminescence, inverse agonism; inhibition, % at 9.3 µM; actives 0.083% (n = 340,000); AID 504634; in the data active means inhibition mostly above about 23%, no sharp cut-off; inactive means mostly below about 18%;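 further: 0% = cells with DMSO and 100% = no-cell wells with DMSO; some compounds called inactive have numbers as strong as hits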
# Target sequence (P47898 whole entry, looked up): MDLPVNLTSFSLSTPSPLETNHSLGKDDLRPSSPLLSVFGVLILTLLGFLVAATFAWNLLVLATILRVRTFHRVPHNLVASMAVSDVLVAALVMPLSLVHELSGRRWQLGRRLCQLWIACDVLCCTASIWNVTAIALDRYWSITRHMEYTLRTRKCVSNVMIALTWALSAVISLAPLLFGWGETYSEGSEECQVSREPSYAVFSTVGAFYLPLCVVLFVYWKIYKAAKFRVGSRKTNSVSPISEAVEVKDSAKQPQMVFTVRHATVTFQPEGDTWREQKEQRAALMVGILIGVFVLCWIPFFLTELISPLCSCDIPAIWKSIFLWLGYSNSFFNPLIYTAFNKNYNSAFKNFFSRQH
# DAGLB inhibitor: diacylglycerol lipase beta (human) inhibition; HEK293T DAGLB membrane lysate, EnzChek fluorogenic substrate; inhibition, % at 5.17 µM; actives 0.059% (n = 340,000); in the data active means inhibition above about 34%;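 further: 0% = enzyme with vehicle and 100% = wells lacking enzyme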
# HTR5A ag ctr: HTR5A agonism, opioid heterodimer counter-screen. P47898. HTR5A agonist assay, luminescence, cell-based. activation, % at 9.3 µM. actives 0.61% (n = 340,000); in the data active means activation mostly above about 9.5%, no sharp cut-off; inactive means mostly below about 7.6%;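 further: 0% = cells with vehicle only and 100% = reference agonist; strong numbers were not always called active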
# phage Ecoli inh: E. coli growth loss with phage present. growth absorbance. actives 0.26% (n = 360,000). inhibition, % at 11.9 µM; in the data active means inhibition above about 11%
# Active calls of the source: *; nt = not tested or not shown.
SMILES,PKA-R2B activ,CDK5 inh,Tat transport,PKA-R1A activ,E coli growth,SUMO Mot1 rescue,AddAB inh,HTR5A inv ag,DAGLB inhibitor,HTR5A ag ctr,phage Ecoli inh
Cc1ccc(NC(=O)CN(C)C(=O)COC(=O)/C=C/c2cccs2)cc1,5,-0.2,1,0,-0.6,-5,4.9,-8,-2,3,1.2
CCN(CC(=O)Nc1cccc(OC)c1)C(=O)C1CCN(C(=O)Nc2ccccc2)CC1,0,0.0,-4,1,-1.5,-22,-0.7,-1,-2,-3,0.9
CC(C)COc1ccc(-c2nnc(-c3ccco3)o2)cc1,0,0.3,10,4,2.5,-16,1.9,0,-11,0,0.2
COc1ccc(NC(=O)c2nnn(Cc3cccc(F)c3)c2N)c(OC)c1,15,-0.6,3,5,0.3,13,1.4,2,0,-1,-1.2
CC1CC(=O)Nc2ccccc2S1(=O)=O (stereo not drawn),-1,-0.6,-9,-5,0.7,69,1.0,13,5,-3,1.8
O=C(CCCCCN1C(=O)c2ccccc2C1=O)NC1CCCC1,7,-1.2,-4,2,-1.2,-6,-0.2,-22,1,9,0.0
Cc1ccc(NC(=O)CN(C)C(=O)Cc2ccc(Cl)cc2Cl)cc1,4,0.7,24,-12,1.9,12,0.4,9,-6,-3,1.1
COc1cccc(/C=C/C(=O)Nc2ccc(OC)nc2)c1,-6,-1.3,2,2,0.2,-12,3.3,-9,-4,6,4.5
COc1ccc(C2C(C(=O)c3sc(C)nc3C)=C(O)C(=O)N2CCN(C)C)cc1OC (stereo not drawn),-12,-0.2,4,0,1.3,-11,2.7,11,1,3,0.5
CCn1c(SCC(=O)c2c[nH]c3ccccc23)nnc1-c1cccs1,-5,-0.6,1,2,0.5,9,1.8,4,-1,-2,3.4
COc1ccc(Cc2nnc(Nc3ccc(C)cc3)o2)cc1OC,0,-2.1,4,-1,0.2,-10,1.6,7,-6,-1,1.6
O=C(Cn1c(NCCCO)nc2ccccc21)c1ccc([N+](=O)[O-])cc1,-2,-4.4,1,3,-2.8,287,0.5,-7,1,2,1.6
CCc1cccc(NC(=O)Cn2c(=O)oc3cc(S(=O)(=O)N4CCOCC4)ccc32)c1,12,-1.4,-6,-3,-1.2,-18,1.2,-7,-4,2,0.7
CN(C)C(=O)CSc1nnc(-c2ccncc2)n1Cc1ccco1,-1,-1.1,-3,13,-2.6,-1,-1.4,11,-2,2,2.1
Cc1cc(C)c(NC(=O)Cn2c(=O)n(-c3ccc(CC(=O)NCC4CCCO4)cc3)c(=O)c3ccccc32)c(C)c1 (stereo not drawn),-1,-0.4,0,-6,1.6,7,1.9,-3,-1,-4,1.5
O=C(c1cscn1)N1CCCC(N2CCN(c3ccc(F)cc3)CC2)C1 (stereo not drawn),8,0.1,3,-4,-0.8,0,1.8,6,1,-2,0.9
CC1CC(C)CN(CCCNC(=O)c2ccc3c(SCC(=O)O)c4c(nc3c2)CCC4)C1 (stereo not drawn),-5,-0.2,24,-19,3.1,-4,0.5,-22,2,6,2.8
CCN(CCn1cccn1)C(=O)c1cc(COc2ccc(F)cc2Cl)on1,-4,0.0,1,-8,-1.0,-13,5.7,8,-2,-3,4.8
Cc1ccc(S(=O)(=O)N(C)C)cc1NC(=S)N(CCC#N)Cc1cccnc1,12,-0.1,-9,-7,-1.3,-7,0.7,-5,0,2,5.3
CN(C)CCNC(=O)Nc1cccc(Cl)c1Cl,3,-0.6,0,-8,0.5,1,-1.9,-7,0,3,1.9
O=C(Nc1cc(C(F)(F)F)ccc1Cl)C1CCN(c2nnc(-n3cccc3)s2)CC1,-1,0.6,-5,-9,nt,nt,nt,-9,1,6,0.1
O=C(c1cc2sccc2n1Cc1ccc(F)cc1)N1CCc2ccccc21,4,-0.6,8,7,0.2,-11,1.1,5,-9,-1,4.0
CN(C)c1ccc(CN(C(=O)C2COc3ccccc3O2)C2CCS(=O)(=O)C2)cc1 (stereo not drawn),-2,1.5,-1,3,-0.6,5,0.0,-14,1,0,1.0
CCCC(=O)NC(C)c1nc2ccccc2n1C (stereo not drawn),-6,-1.5,-3,-7,-0.7,-1,2.3,-15,3,5,-0.8
COCCN(CCOC)Cc1cc(=O)oc2cc3c(cc12)CCC3,7,0.4,-9,12,-1.1,195,-1.1,4,1,-1,1.3
COC(=O)c1cc(S(=O)(=O)NCc2ccccc2)cn1C,1,-1.1,4,-4,-2.4,nt,4.5,-2,3,1,1.5
COc1ccc(C)cc1-n1nc2ccccc2n1,3,0.8,-4,-9,1.1,5,3.9,4,-2,-2,5.2
CCOc1ccccc1C1C(C(=O)Nc2ccc(OC)cc2)=C(C)Nc2nc(CCCO)nn21 (stereo not drawn),0,-0.9,2,-9,-0.9,-8,3.5,8,-2,-3,2.3
COc1ccc(Cl)cc1C(=O)N(Cc1nc(-c2cccc(C)c2)no1)C(C)C,-3,-2.1,20,-2,0.6,-3,0.1,-29,-16,10,2.1
CCOc1cc(/C=N/Nc2nc(-c3cccc(S(=O)(=O)N4CCCC4)c3)cs2)ccc1O,2,1.7,-1,0,1.3,-1,0.3,6,-3,-2,0.9
COCCN1CC(=O)N(c2cccc(C)c2C)C(c2ccc(Cl)cc2)C1=O (stereo not drawn),15,-0.5,-4,-1,0.2,3,2.4,28,-2,1,1.4
O=C(Nc1cccc2[nH]ncc12)c1ccc(F)cc1,-3,1.5,1,19*,1.6,-3,2.9,-7,0,3,2.3
CCOC(=O)c1c(SCCN2CCCCC2)n(-c2ccccc2)c(=S)n(-c2ccccc2)c1=O,-3,1.7,-5,-2,nt,nt,nt,-8,-1,2,-0.5
CCCN(CC1CC1)C(=S)Nc1ccc(C(C)=O)cc1,-9,-1.4,-2,-1,-0.2,13,0.3,1,2,0,1.6
Cc1ccccc1Cn1cccc1/C=C1/C(=N)N2C=CSC2=NC1=O,1,1.2,-13,-9,0.5,-9,-0.9,-21,3,7,2.6
C=CCN=C1S/C(=C\c2ccc(Cl)cc2)C(=O)N1CC=C,nt,0.2,3,nt,-0.5,-8,0.2,nt,nt,nt,2.2

# A second format for part of the listing above.
canonical_smiles: CCOc1cc(/C=N/Nc2nc(-c3cccc(S(=O)(=O)N4CCCC4)c3)cs2)ccc1O
  PKA-R2B activ: 2 | CDK5 inh: 1.7 | Tat transport: -1 | PKA-R1A activ: 0 | E coli growth: 1.3 | SUMO Mot1 rescue: -1 | AddAB inh: 0.3 | HTR5A inv ag: 6 | DAGLB inhibitor: -3 | HTR5A ag ctr: -2 | phage Ecoli inh: 0.9
canonical_smiles: C=CCN=C1S/C(=C\c2ccc(Cl)cc2)C(=O)N1CC=C
  PKA-R2B activ: nt | CDK5 inh: 0.2 | Tat transport: 3 | PKA-R1A activ: nt | E coli growth: -0.5 | SUMO Mot1 rescue: -8 | AddAB inh: 0.2 | HTR5A inv ag: nt | DAGLB inhibitor: nt | HTR5A ag ctr: nt | phage Ecoli inh: 2.2

# Continued.
SMILES,PKA-R2B activ,CDK5 inh,Tat transport,PKA-R1A activ,E coli growth,SUMO Mot1 rescue,AddAB inh,HTR5A inv ag,DAGLB inhibitor,HTR5A ag ctr,phage Ecoli inh
O=C(N/N=C/c1ccccc1C(F)(F)F)c1ccc2nc[nH]c2c1,-6,-1.2,-3,-9,1.6,-1,-1.3,18,-1,-5,2.7
C/C(=C\c1ccccc1)C(=O)NCc1ccco1,5,-2.7,4,2,0.4,28,0.4,-23,-2,-4,1.6
NS(=O)(=O)c1cccc(NC(=O)CSc2nnc(-c3ccccc3F)n2C2CC2)c1,-9,-1.7,27,1,0.8,-8,2.0,13,-2,3,3.1
COc1ccccc1NC(=O)C1=C(C)Nc2nnnn2C1c1ccccc1OC (stereo not drawn),-7,0.2,-3,-14,0.4,17,0.4,5,1,-2,-1.6
CCC(SC1=N/C(=C/c2ccccc2OC)C(=O)N1c1ccccc1)C(=O)Nc1cc(C)on1 (stereo not drawn),-14,2.0,1,-8,-2.5,-13,-1.1,15,-1,-4,-0.6
COc1ccc(CCNC(=O)CSc2ccc3nnc(CCNC(=O)c4ccccc4)n3n2)cc1OC,-11,-1.0,1,-5,0.0,82,3.4,-11,2,1,-2.9
CCOc1ccccc1N1CCN(C(=O)CC(C)C)CC1,-3,0.3,2,8,-0.7,7,1.1,24,-3,-1,3.2
CCOC(=O)N/N=C/c1cccnc1,-9,-3.2,-9,-13,1.2,-25,3.5,-18,1,2,4.1
CCOc1ccc(OCC)c(NC(=O)C2CCN(S(=O)(=O)c3cccc4nonc34)CC2)c1,-1,0.2,-1,-6,0.5,1,3.2,13,-4,3,2.8
O=C(CCC(=O)N(CC(=O)NC1CCCCC1)Cc1ccc(F)cc1)Nc1nccs1,-3,-6.1,19,1,1.3,-18,0.4,-9,2,3,2.3
CN(CCc1ccccn1)C(=O)c1ccc(OC2CCN(CCc3ccccc3)CC2)cc1,-8,-1.2,3,-8,-0.8,5,-0.3,4,-1,1,-0.1
COc1ccc(S(=O)(=O)N(C)CC(=O)NCc2cccnc2)cc1OC,1,-0.6,-4,0,-0.7,-16,2.5,-2,-1,-1,1.2
Cc1cc(C(F)(F)F)nn1CC(=O)N1CCCCC1C (stereo not drawn),-5,1.3,-3,0,0.7,6,0.7,-4,0,2,4.5
COc1cccc(NC(=S)N(CCC(C)C)C2CCN(C(C)=O)CC2)c1,-8,1.0,-3,-7,-3.0,150,-2.8,4,-2,-1,0.1
O=[N+]([O-])c1ccc(-n2cccn2)c(-c2nn[nH]n2)c1,-8,-0.3,0,-7,2.4,-5,2.8,10,-2,2,3.9
CC(=O)NN1C(=O)c2ccccc2NC1c1ccc([N+](=O)[O-])o1 (stereo not drawn),5,-0.3,-10,2,15*,184,18*,4,0,0,4.5
O=S(=O)(c1ccc(Cl)cc1)N1CCCN(c2ccc(C(F)(F)F)cn2)CC1,5,1.6,7,11,-0.1,10,1.7,6,-4,2,0.5

# Compounds listed so far with a Cl atom:
SMILES,PKA-R2B activ,CDK5 inh,Tat transport,PKA-R1A activ,E coli growth,SUMO Mot1 rescue,AddAB inh,HTR5A inv ag,DAGLB inhibitor,HTR5A ag ctr,phage Ecoli inh
Cc1ccc(NC(=O)CN(C)C(=O)Cc2ccc(Cl)cc2Cl)cc1,4,0.7,24,-12,1.9,12,0.4,9,-6,-3,1.1
CCN(CCn1cccn1)C(=O)c1cc(COc2ccc(F)cc2Cl)on1,-4,0.0,1,-8,-1.0,-13,5.7,8,-2,-3,4.8
CN(C)CCNC(=O)Nc1cccc(Cl)c1Cl,3,-0.6,0,-8,0.5,1,-1.9,-7,0,3,1.9
O=C(Nc1cc(C(F)(F)F)ccc1Cl)C1CCN(c2nnc(-n3cccc3)s2)CC1,-1,0.6,-5,-9,nt,nt,nt,-9,1,6,0.1
COc1ccc(Cl)cc1C(=O)N(Cc1nc(-c2cccc(C)c2)no1)C(C)C,-3,-2.1,20,-2,0.6,-3,0.1,-29,-16,10,2.1
COCCN1CC(=O)N(c2cccc(C)c2C)C(c2ccc(Cl)cc2)C1=O (stereo not drawn),15,-0.5,-4,-1,0.2,3,2.4,28,-2,1,1.4
C=CCN=C1S/C(=C\c2ccc(Cl)cc2)C(=O)N1CC=C,nt,0.2,3,nt,-0.5,-8,0.2,nt,nt,nt,2.2
O=S(=O)(c1ccc(Cl)cc1)N1CCCN(c2ccc(C(F)(F)F)cn2)CC1,5,1.6,7,11,-0.1,10,1.7,6,-4,2,0.5
